Bioassay records from PubChem.
ERG-DNA inh: ERG Ets/DNA interaction inhibition | P11308 | fluorescence polarization, His-ERG Ets domain / labelled DNA | Potency, µM (highest dose often 76.9 µM), without a hit: at the top dose FP activity, negative = inhibition, most hits filed as inhibitors | 370,000 tested, 0.028% active; active = well fitted inhibition curve with a large enough effect in the polarisation, with a control signal flat; inconclusive = small, poorly fitted or top-dose-only effect, or effect the other way, or a change in a side signal; inactive = no such curve, though single readings can be large or run the other way; the % refers to the polarisation;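 note: polarization taken with two DNA probes labelled with fluorescein and Texas red; % of control where 0% means no effect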
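His-tagged ERG Ets domain (1 uM in the protein solution; 300mM KCl, 50mM Tris-HCl, 1mM EDTA, 1mM DTT, pH 7.5) received compound, then a probe mix of 5 nM fluorescein-DNA and 100nM Texas-615-DNA. Fluorescence polarization was read for both dyes.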
PGK inhibitor: blocks T. brucei phosphoglycerate kinase | P07378 | PGK/GAPDH coupled, Kinase-Glo luminescence, 60 min | Potency, µM (highest dose often 57.5 µM), for the others: at the highest dose activity change, negative = inhibition, usual class: inhibitors | 380,000 tested, 0.043% active | AID 602233; note: % is set by controls: 0 for no effect and ±100 for the full control effect; nearly all actives have a fitted effect of over 60% in size
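Luminescent ATP detection (Kinase-Glo Plus) follows a 60-minute room-temperature incubation, with wells lacking PGK as controls. Buffer: 100 mM TEA (pH 7.6), 5 mM MgCl2, 0.01% Tween-20. Coupling enzyme GAPDH (100 nM final) supplies unstable 1,3-BPG in-well.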
HP1b binding inh: blocks HP1-beta chromodomain binding to methylated histone tails; P83916; AlphaScreen HP1-beta / biotin-H3K9me3 peptide binding; Potency, µM (doses to about 114 µM), for inactives: at the top dose activity change, negative = inhibition, hits mostly inhibitors; 390,000 tested, 0.56% active; note: nearly all actives have a fitted effect of over 70% in size; inactives centre near 23
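AlphaScreen: HP1-beta (50 nM) preformed 30 min with biotin-H3(1-18)K9me3 peptide (50 nM) in PBS pH 7.4, 0.01% Tween-20. Compound added for 30 min at RT, then streptavidin donor/nickel chelate acceptor beads (10 ug/mL) for 30 min.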
GLS inhibitor: inhibitors of human glutaminase (GLS); AID 624170; Potency, µM (highest dose often 45.5 µM), for the others: at the highest dose activity change, negative = inhibition, most hits filed as inhibitors; GLS enzymatic activity, qHTS titration; O94925; 410,000 tested, 0.21% active; note: % is set by controls: 0 for no effect and ±100 for the full control effect
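Glutamate formation by hKGA was monitored fluorometrically using coupled glutamate oxidase, HRP and Amplex Red. Substrate was added as 1 mM L-glutamine solution; incubation was 30 min at RT after an initial read.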
RGS4 inh: human RGS4 inhibition; Transcreener GDP fluorescence polarization, RGS4-accelerated GTP hydrolysis; 390,000 tested, 0.039% active; Potency, µM (highest dose often 114 µM), without a hit: at the top dose activity change, negative = inhibition, actives largely listed as inhibitors; P49798; note: % is set by controls: 0 for no effect and ±100 for the full control effect; nearly all actives have a fitted effect of over 75% in size; some results filed as inactive show a strong effect at the top dose
Target sequence (P49798 whole entry, looked up): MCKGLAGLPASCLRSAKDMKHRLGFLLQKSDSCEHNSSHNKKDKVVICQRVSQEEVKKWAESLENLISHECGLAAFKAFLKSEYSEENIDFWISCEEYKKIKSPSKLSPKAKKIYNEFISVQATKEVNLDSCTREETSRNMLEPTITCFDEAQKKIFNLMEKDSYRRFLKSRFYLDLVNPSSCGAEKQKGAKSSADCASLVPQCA
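MLSMR compounds (23 nl, pin-transferred) preincubated 10 min at room temperature with a 500nM (2x) first reagent, then RGS4 at 900nM (2x) plus Transcreener GDP mix added; fluorescence polarization (620/688 nm) read before and after 90 min at 30 °C.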
JMJD2A Tudor inh: blocks the human JMJD2A Tudor domain. O75164. AlphaScreen JMJD2A-Tudor / H3K4me3 peptide binding. Potency, µM (top dose mostly 114 µM), for inactives: at the top dose activity change, negative = inhibition, usual class: inhibitors. 390,000 tested, 4.4% active; note: % is set by controls: 0 for no effect and ±100 for the full control effect; nearly all actives have a fitted effect of over 50% in size
Pin1 inhibitor: blocks the human prolyl isomerase Pin1; Q13526; Pin1 FP peptide displacement, HiFluor488, 10 min; Potency, µM (top dose mostly 115 µM), inactives show top-dose activity, negative = inhibition, actives largely listed as inhibitors; 390,000 tested, 0.009% active; AID 504891; active = well fitted inhibition curve with a large enough effect in the polarisation, with a control signal flat, not every such curve was filed as active; inconclusive = small, poorly fitted or top-dose-only effect, or effect the other way, or a change in a side signal; inactive = no such curve, though single readings can be large or run the other way; the % refers to the polarisation; note: % is set by controls: 0 for no effect and ±100 for the full control effect
Target sequence (Q13526 whole entry, looked up): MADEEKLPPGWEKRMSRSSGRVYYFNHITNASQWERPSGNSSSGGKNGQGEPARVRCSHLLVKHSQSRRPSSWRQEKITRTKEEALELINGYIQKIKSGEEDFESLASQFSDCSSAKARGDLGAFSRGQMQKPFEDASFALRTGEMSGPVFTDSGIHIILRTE
TrxR1 inh: inhibitors of rat thioredoxin reductase 1. O89049. recombinant rTrxR1, NADPH fluorescence consumption, selenite substrate. Potency, µM (doses to about 114 µM), without a hit: top-dose activity change, negative = inhibition, actives largely listed as inhibitors. 390,000 tested, 1% active. AID 588453; note: % is set by controls: 0 for no effect and ±100 for the full control effect; nearly all actives have a fitted effect of over 65% in size
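Rat TrxR1 (90 nM in the dispensed reagent) was pre-reduced with 400 uM NADPH for 5 min at room temperature, then incubated with compound for 15 min. After 400 uM selenite was added, NADPH fluorescence (Ex 340/Em 450 nm) was followed for 8 min.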
ALOX12 inh: blocks human arachidonate 12S-lipoxygenase | purified 12hLO, xylenol orange hydroperoxide absorbance | Potency, µM (series often up to 108 µM), for the others: at the highest dose activity change, negative = inhibition, most hits filed as inhibitors | 580,000 tested, 1.1% active; note: % is set by controls: 0 for no effect and ±100 for the full control effect
Target sequence (P18054 whole entry, looked up): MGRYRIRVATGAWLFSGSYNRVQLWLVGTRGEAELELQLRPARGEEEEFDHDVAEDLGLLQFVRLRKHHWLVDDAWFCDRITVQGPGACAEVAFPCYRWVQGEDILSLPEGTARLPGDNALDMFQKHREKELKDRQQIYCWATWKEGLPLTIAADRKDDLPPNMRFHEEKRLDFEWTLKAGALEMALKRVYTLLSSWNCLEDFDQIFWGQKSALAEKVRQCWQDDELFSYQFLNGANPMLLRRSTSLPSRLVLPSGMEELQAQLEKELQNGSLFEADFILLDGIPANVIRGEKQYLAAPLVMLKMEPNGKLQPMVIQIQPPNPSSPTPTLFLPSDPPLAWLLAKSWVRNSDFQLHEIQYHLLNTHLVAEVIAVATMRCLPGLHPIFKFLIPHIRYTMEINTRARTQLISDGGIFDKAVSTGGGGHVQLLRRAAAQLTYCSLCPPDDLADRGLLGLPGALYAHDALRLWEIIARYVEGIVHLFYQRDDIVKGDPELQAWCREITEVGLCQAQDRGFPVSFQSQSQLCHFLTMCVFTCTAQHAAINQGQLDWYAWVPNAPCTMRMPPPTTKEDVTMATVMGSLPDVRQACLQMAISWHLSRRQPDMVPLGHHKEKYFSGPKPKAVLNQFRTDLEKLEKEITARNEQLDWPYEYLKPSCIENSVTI
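Purified human 12hLO (150 nM final) in 25 mM Hepes, 0.01% Triton X-100, pH 7.0 was preincubated 15 min at room temperature with compound. Then 40 uM arachidonic acid was added, 30 min. Hydroperoxide was read by Fe-XO absorbance ratio 573/405 nm.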
Starred values were filed as active, the others as inactive; i = inactive; ? = inconclusive; . = no result given; & = joins results of further samples; ! = repeats disagree; [ ] = dose if it differs, or a comment. Unless noted, calls come from the whole dose curve; as a rule, active = well fitted curve in the direction sought with a large enough effect; inconclusive = small, poorly fitted or top-dose-only effect, or another doubt; inactive = no such curve, though single readings can be large; an effect the other way counts as inactive or inconclusive. Potency is the fitted concentration of half-maximal effect. This is a subset, so the mix of outcomes need not match the whole.

smiles	ERG-DNA inh	PGK inhibitor	HP1b binding inh	GLS inhibitor	RGS4 inh	JMJD2A Tudor inh	Pin1 inhibitor	TrxR1 inh	ALOX12 inh
CCOc1ccccc1NC(=O)c1cccn(Cc2ccccc2C)c1=O	-2.5%	2.5%	20.1%[57 µM]	5.4%	25.9%	-10.3%	3.5%	20.2%[57.1 µM]	-5.5%
COc1ccc(C2(c3cccc(O)c3OC)CCN(C(C)=O)CC2)cc1O	.	1.4%	22.9%	31.7%[activator]	9.1%	-22.5%	-8.1%	15.9%[57.1 µM]	-8.0%
COCCNC(=O)Cn1cc(C=C2C(=O)NC(=O)NC2=O)c2ccccc21	21.6%	0.0%	38.4%	-2.9%	-18.6%	-6.1%	-3.1%	-21.5%[57.1 µM]	?
COC(=O)C1=C(c2ccc(C(C)=O)cc2)C[C@@H]2CC[C@H]1N2C(=O)NC1Cc2ccccc2C1	-2.0%	1.6%	45.0%[activator]	4.4%	-24.1%	-15.5%	-3.3%	2.2%[57.1 µM]	.
CC1=C(C(=O)O)N2C(=O)C(NC(=O)CCCC(=O)O)C2SC1 (stereo not given)	3.9%	i	13.0%	16.4%	-18.9%	-25.8%	-11.5%	2.3%[57.1 µM]	28.2µM*
CCN1CCN(c2nc3c(c(=O)[nH]2)CCC3)CC1	-6.3%	i	39.8%[activator]	8.9%	0.4%	6.1%	2.7%	4.1%	8.6%
Oc1ccc2c3c1O[C@H]1c4[nH]c5ccccc5c4C[C@@]4(O)[C@@H](C2)N(CC2CC2)CC[C@]314	-7.4%	-5.1%	-2.7%	-3.0%	-1.8%	?	-1.3%	-16.1%	-29.5%
O=C1NC(=O)C(=Cc2cccs2)C(=O)N1	3.8%	-5.4%	15.4%[57 µM]	71.0%[activator]	?	0.0%	-1.7%	9.1%[2.29 µM]	-13.5%
CNC1(c2ccc(F)cc2)CCCCC1	-4.6%	-4.0%	11.0%	0.2%	15.9%	-18.1%	-4.9%	27.9%[11.4 µM]	11.3%
CCOCCCn1c(N)c(C(=O)Nc2sc3c(c2C(=O)OC)CCCC3)c2nc3ccccc3nc21	.	-6.6%	6.5%	3.2%	-21.8%	-31.4%	17.1%	12.5%	4.6%
Cc1cccc(-n2c(O)c(/C=N/N3CCOCC3)c(=O)[nH]c2=S)c1	6.1%	-2.2%	28.8%	6.6%	-17.1%	-3.5%	0.2%	9.0%	-17.6%
CCOc1ccc(N2C(=O)NC(=O)/C(=C\c3ccccc3[N+](=O)[O-])C2=O)cc1	-0.3%	-7.1%	28.6%	13.1%	?	-13.1%	-0.2%	8.91µM*	?
NC1(C(=O)O)CCCc2ccc(N(CCCl)CCCl)cc21 (stereo not given)	-2.5%	-3.1%	-12.9%[57 µM]	12.6%	9.7%	?	2.2%	-53.9%[57.1 µM]	-12.8%
CCCCn1c(-c2ccoc2C)n[nH]c1=S	5.8%	-2.4%	8.9%	-4.9%	-33.7%	7.94µM*	1.0%	-9.5%	?
CN1CCN(C(=O)COc2ccc(S(=O)(=O)Nc3ccc(F)cc3)cc2)CC1	0.8%	2.9%	25.7%	-0.7%	-0.7%	-12.4%	52.1%[activator]	31.2%	-4.7%
COC(=O)C1=C(c2ccccc2)C[C@@H]2CC[C@H]1N2C(=O)NCc1ccco1	-13.0%	-2.3%	45.9%[activator]	-4.9%	-25.9%	-0.7%	-7.2%	-6.4%[57.1 µM]	?
COc1cccc(CCNCc2cccc(C(F)(F)F)c2)c1	3.8%	10.7%	?	6.0%	8.1%	2.51µM*	-0.8%	-14.3%[57.1 µM]	?
COc1ccc(C(=O)Oc2c(CN3CCOCC3)cc(Cl)c3cccnc23)cc1OC	-0.5%	-9.4%	37.9%&25.3%[activator]	-5.5%	7.1%&-4.3%	-23.4%&-13.1%	?	?	14.7%
CC1(C)NC(=S)C(C)(C)N1N=O	1.1%	-5.0%	13.4%[57 µM]	4.9%	-3.8%	-17.2%	-5.4%	-8.5%[57.1 µM]	-8.1%
CN(C)[C@@H]1C(=O)C(C(N)=O)=C(O)[C@@]2(O)C(=O)C3=C(O)c4c(O)cccc4[C@@](C)(O)[C@H]3[C@H](O)[C@@H]12	?	?	3.98µM*!	7.08µM*	?	1.41µM*!	?	35.5µM*!	?
Cc1ccc(N)c(N)c1	-4.8%	-5.0%	16.2%	66.1%[activator]	14.1%	-28.3%	-0.5%	29.8%	?
Cc1ccc2c(c1)N(C(=O)CCC(=O)N1CCC3(CC1)OCCO3)CCO2	3.1%	-8.1%	38.3%	1.3%	-11.3%	0.7%	-0.6%	17.7%	10.1%
Cc1ccc(Cn2c(C)c3cnn(CC(=O)N4CCC5(CC4)OCCO5)c(=O)c3c2C)cc1	-10.2%	-1.4%	-6.6%	4.3%	3.4%	-21.3%	-3.1%	-10.4%	-0.7%
O=C(CCN1CCCCC1)Nc1ccc(Cl)cc1C(=O)c1ccccc1	8.4%	-7.6%	36.0%	-7.5%	14.2%	0.7%	2.6%	7.9%	?
O=c1c2ccccc2nc(/C=C/c2ccc(F)cc2)n1-c1ccccn1	36.8%[activator][15.4 µM]	-4.8%	26.1%	-13.0%	8.3%	-7.4%	-11.6%	19.5%[11.4 µM]	.
Cc1cc(C(=O)Nc2ccccc2)nn1C(C)(C)C	7.7%	-6.6%	31.3%	6.5%	-18.1%	5.2%	0.8%	32.7%[57.1 µM]	-25.7%
O=C(CNS(=O)(=O)c1ccc(Br)s1)N1CCC2(CC1)OCCO2	0.1%	i	23.8%	-0.3%	-23.8%	10.4%	-10.6%	5.6%[57.1 µM]	0.0%
Cc1c(N=Cc2c(O)n(Cc3ccco3)c(=O)[nH]c2=O)c(=O)n(-c2ccccc2)n1C	5.2%	-14.6%	7.5%	-7.3%	-13.8%	-32.3%	12.8%	?	23.2%
C=CCN1CC[C@]23c4c5ccc(O)c4OC2C(O)C=CC3[C@H]1C5 (stereo not given in full)	1.1%	3.1%	44.1%[activator]	39.2%[activator]	4.1%	-14.5%	-5.0%	3.6%	-1.6%
CC1CC=CCC12C(=O)NC(=S)NC2=O (stereo not given)	.	i	25.8%	-1.1%	-22.2%	-2.8%	9.1%	-14.7%	?
O=C(CCc1ccc(O)cc1)N1C[C@H]2C[C@@H](C1)c1cccc(=O)n1C2	10.4%	2.2%	41.1%[activator]	11.1%	12.2%	0.0%	1.6%	-12.1%	5.4%
O=C(COc1cccc(Cl)c1)N1CCN(CCc2ccncc2)CC1	-2.5%	-10.0%	28.3%	3.1%	11.6%	-12.9%	1.1%	?	-15.8%
C[C@H]1CC2C3CC=C4C[C@@H](O)CC[C@]4(C)C3CC[C@]2(C)[C@H]1O (stereo not given in full)	-0.9%	7.6%	15.4%	-28.7%	15.0%	-10.3%	-5.9%	22.4%	-16.5%
COC(=O)C1=C(c2ccc(OC(F)(F)F)cc2)C[C@@H]2CC[C@H]1N2C(=O)NC(C)C	11.5%	-1.1%	49.9%[activator]	-0.9%	-7.8%	-2.1%	-1.8%	16.0%	14.2%
Cc1ccc(NP(=O)(Oc2ccccc2F)Oc2ccccc2F)cc1	4.1%	-0.5%	38.5%	4.3%	-11.1%	0.6%	-0.5%	7.1%	-18.3%
O=C1CC(=O)N(c2cccc(F)c2)C(=O)N1	15.5%	-0.8%	36.1%	-9.5%	?	11.4%	18.8%	-2.7%	-2.1%
O=C(NCCCCc1ccccc1)c1ccccc1Br	-9.0%	1.7%	52.6%[activator]	10.1%	10.7%	-1.3%	-0.7%	0.7%	?
O=C(NC1CC2CCCC(C1)N2)c1ccccc1 (stereo not given)	-2.0%	4.6%	42.0%[activator]	-15.6%	13.0%	-1.4%	-1.5%	2.3%	13.7%
COc1ccc(CN2Cc3cnnn3-c3ccccc3C2C)cc1 (stereo not given)	-1.0%	i	19.5%	6.5%	-15.9%	-19.6%	-0.9%	1.6%	1.9%
Nc1nnc(CCN2CCCCC2)s1	3.1%	-7.3%	11.9%	-0.5%	13.8%	-4.2%	-7.3%	-3.9%	430.5%[activator]
Cc1cccc(C#N)c1	-2.6%	-7.8%	28.2%	-0.1%	3.8%	-13.8%	-0.9%	9.6%	13.4%
CC(=O)O[C@@H]1[C@H]2CC[C@@H]3[C@]1(C[C@@H](OC(C)=O)[C@@]1(O)C([C@@H]4O[C@@H]4C1(C)C)[C@]3(C)O)C[C@@]2(C)O (stereo not given in full)	-5.3%	0.4%	60.5%[activator]	0.0%	-1.1%	-15.7%	-7.0%	19.5%	8.3%
COc1ccc(CCNCc2ccc(SC)cc2)cc1	.	-1.8%	1.9%	13.5%	21.4%	-11.0%	4.2%	11.5%	?
